mIAP act = mouse IAP activation; activation factor at 10 µM; hit rate 0.24% among 330,000; muIAP, CDP-Star luminescence, 30 min; stronger effect = higher value; 1 = vehicle-only enzyme signal, 0 = enzyme-free wells;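 active means activation factor of at least 2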; further: the source names both 10 and 20 µM as test concentration; values of inactives mirror those of a sister screen read the other way
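also added = chemiluminescent substrate CDP-Star | test system = mouse IAP enzyme | signal = chemiluminescence readout | compound = DMSO-dissolved test compounds | incubation = 30 min at room temperature | benchmarks = DMSO wells, no-enzyme wells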
ATG4B inhibitor = blocks human ATG4B protease cleavage of LC3 substrate | ATG4B cleavage of LC3-PLA2, NBD-HPC fluorescence, 1 h | inhibition, % at 8.33 µM | hit rate 0.51% among 340,000; in the data active means inhibition above about 40%
Target sequence (Q9Y4P1 whole entry, looked up): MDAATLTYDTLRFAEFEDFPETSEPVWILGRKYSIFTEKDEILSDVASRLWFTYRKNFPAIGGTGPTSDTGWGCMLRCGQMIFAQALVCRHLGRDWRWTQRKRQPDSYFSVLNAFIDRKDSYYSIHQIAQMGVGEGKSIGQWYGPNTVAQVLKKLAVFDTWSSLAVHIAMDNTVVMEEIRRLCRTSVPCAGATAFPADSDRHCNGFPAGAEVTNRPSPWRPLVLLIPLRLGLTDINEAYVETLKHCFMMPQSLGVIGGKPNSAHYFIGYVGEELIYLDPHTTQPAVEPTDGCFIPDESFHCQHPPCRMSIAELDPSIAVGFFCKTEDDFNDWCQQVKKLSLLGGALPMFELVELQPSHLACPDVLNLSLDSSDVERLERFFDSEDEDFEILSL
beta cell repl = MIN6 beta-cell proliferation induction | MIN6 cells proliferation, ATPlite luminescence, 48 h; cells starved in 0.2% serum; 100% = growth in 10% serum | proliferation, % at 10 µM | hit rate 0.29% among 330,000 | AID 2380;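 active means compounds whose signal lies at least 3.5 SD above the mean of all wells on their plate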;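 further: 0% = DMSO-treated cells in low-serum medium and 100% = 10% serum control; some compounds called inactive have numbers as strong as hits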
mIAP inh = mouse IAP inhibition | AID 2806 | hit rate 0.2% among 330,000 | purified mouse IAP, CDP-Star luminescence, 30 min | inhibition, % at 10 µM;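 active means inhibition of at least 40% at 10 µM in the primary screen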;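 further: plate controls were DMSO with enzyme for no effect and no enzyme wells for full effect; values of inactives mirror those of a sister screen read the other way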
hIAP inh = blocks human intestinal alkaline phosphatase; purified IAP, CDP-Star luminescence, 30 min; hit rate 0.12% among 330,000; inhibition, % at 10 µM;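 active means inhibition reaching a set limit with compound at 10 µM in the primary screen, cut at about 35% in these data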;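 further: plate controls were DMSO wells with enzyme for no effect and no-enzyme buffer wells for full effect; values of inactives mirror those of a sister screen read the other way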
APOBEC3G inh = blocks human APOBEC3G single-stranded DNA deamination; hit rate 0.28% among 330,000; AID 493012; recombinant A3G, ssDNA deamination FAM/TAMRA fluorescence; inhibition, % at 20 µM;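 active means inhibition of at least 40% at 20 µM, with no more than 30% in the related APOBEC3A deaminase screen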;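 further: plate controls were DMSO wells with A3G for no effect and wells lacking A3G enzyme for full effect; some compounds called inactive have numbers as strong as hits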
Target sequence (Q9HC16 whole entry, looked up): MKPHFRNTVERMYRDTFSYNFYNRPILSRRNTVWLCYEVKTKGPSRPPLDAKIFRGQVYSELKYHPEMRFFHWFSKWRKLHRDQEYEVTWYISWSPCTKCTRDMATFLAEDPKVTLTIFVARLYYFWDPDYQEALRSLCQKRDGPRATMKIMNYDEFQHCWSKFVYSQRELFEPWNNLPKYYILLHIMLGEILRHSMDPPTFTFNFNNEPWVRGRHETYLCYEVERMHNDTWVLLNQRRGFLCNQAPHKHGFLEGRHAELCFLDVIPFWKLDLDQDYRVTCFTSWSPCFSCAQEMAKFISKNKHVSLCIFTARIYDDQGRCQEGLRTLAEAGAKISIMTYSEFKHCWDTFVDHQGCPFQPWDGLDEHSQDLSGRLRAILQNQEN
A3A deaminase = inhibitors of human APOBEC3A DNA deaminase; inhibition, % at 20 µM; hit rate 0.41% among 330,000; P31941; recombinant A3A, FAM/TAMRA ssDNA deamination fluorescence;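 active means at least 40% inhibition at 20 µM here, with at most 30% in a related deaminase screen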;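 further: plate controls were A3A with DMSO for no effect and wells lacking A3A enzyme for full effect; some results filed as inactive read as strong as hits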
Target sequence (P31941 whole entry, looked up): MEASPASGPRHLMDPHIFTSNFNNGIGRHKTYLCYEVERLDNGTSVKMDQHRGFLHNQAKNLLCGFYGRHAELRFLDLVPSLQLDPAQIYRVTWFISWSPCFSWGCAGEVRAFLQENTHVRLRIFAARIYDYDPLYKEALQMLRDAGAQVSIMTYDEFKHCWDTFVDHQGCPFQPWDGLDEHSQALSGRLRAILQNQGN
MPTP block = permeability transition pore inhibition; inhibition, % at 10 µM; AID 602449; hit rate 1.4% among 360,000; isolated mouse mitochondria, Ca2+ swelling absorbance, 30 min;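 active means inhibition of 50% or more, scaled per plate between neutral and stimulator controls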;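 further: 0% = DMSO wells given calcium and 100% = 1 mM EGTA wells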
hIAP activ = human IAP activation | AID 2524 | activation factor at 10 µM | hit rate 0.16% among 330,000 | P09923 | purified human IAP, CDP-Star luminescence, 30 min; stronger effect = higher value; 1 = vehicle-only enzyme, 0 = enzyme-free background;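 active means activation factor of the enzyme at least 2-fold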; further: the source names both 10 and 20 µM as test concentration; values of inactives mirror those of a sister screen read the other way
An asterisk follows results filed as active.

For COc1ccc(CCNC(=O)/C=C/c2ccco2)cc1OC the results were mIAP act 0.95, ATG4B inhibitor 2, beta cell repl -4, mIAP inh 5, hIAP inh -16, APOBEC3G inh -1, A3A deaminase 1, MPTP block 1.5 and hIAP activ 1.2.
`Cc1ccc(NC(=O)c2nc[nH]c2C(=O)NCc2ccccc2)cc1` gave mIAP act 0.95, ATG4B inhibitor -10, beta cell repl -7, mIAP inh 5, hIAP inh -56, APOBEC3G inh -8, A3A deaminase 0, MPTP block 0.4 and hIAP activ 1.6.
Screening COc1cccc(NC(=O)Cn2c(CCC(=O)O)ccc2-c2cccs2)c1 returned mIAP act 1, ATG4B inhibitor -2, beta cell repl 5, mIAP inh -4, hIAP inh -7, APOBEC3G inh -7, A3A deaminase -4, MPTP block -0.9 and hIAP activ 1.1.
`Cc1ccc(OCC(=O)N2CCC3(CC2)CC(=O)c2ccccc2O3)cc1` gave mIAP act 0.96, ATG4B inhibitor -2, beta cell repl -5, mIAP inh 4, hIAP inh 9, APOBEC3G inh -6, A3A deaminase -3, MPTP block 1.0 and hIAP activ 0.91.
For O=c1cc(-c2ccccc2)c2c(O)cc(O)cc2o1 the results were mIAP act 0.95, ATG4B inhibitor 4, beta cell repl -3, mIAP inh 5, hIAP inh 10, APOBEC3G inh -5, A3A deaminase -3, MPTP block 0.8 and hIAP activ 0.9.
`COc1ccc(CCNC(=O)C(=O)NCC2OCCN2S(=O)(=O)c2ccc(C)cc2)cc1OC` (stereo not drawn) gave mIAP act 1, ATG4B inhibitor -8, beta cell repl 6, mIAP inh 0, hIAP inh 24, APOBEC3G inh 0, A3A deaminase 0, MPTP block 3.0 and hIAP activ 0.76.
CCC1(C)Cc2c(C#N)c(N)n(-c3ccccc3)c(=O)c2CO1 (stereo not drawn) was read as mIAP act 0.99, ATG4B inhibitor 0, beta cell repl -4, mIAP inh 1, hIAP inh -5, APOBEC3G inh -1, A3A deaminase 1, MPTP block -1.7 and hIAP activ 1.1.
O=C(C1CCC1)N1CCN(S(=O)(=O)c2ccc(Br)cc2Cl)CC1 was read as mIAP act 0.93, ATG4B inhibitor -2, beta cell repl 1, mIAP inh 8, hIAP inh 10, APOBEC3G inh -9, A3A deaminase -2, MPTP block -0.8 and hIAP activ 0.9.
For O=C(C1CCCN(Cc2ccccc2Cl)C1)N1CCCCC1 (stereo not drawn) the results were mIAP act 0.99, ATG4B inhibitor 1, beta cell repl -1, mIAP inh 1, hIAP inh -1, APOBEC3G inh -9, A3A deaminase -2, MPTP block 1.5 and hIAP activ 1.
CC(Nc1cccnc1)=C(C#N)C#N was read as mIAP act 0.95, ATG4B inhibitor 4, beta cell repl -1, mIAP inh 5, hIAP inh -4, APOBEC3G inh -4, A3A deaminase -1, MPTP block 0.3 and hIAP activ 1.
Screening CCCCCC(=O)N1CCN(S(=O)(=O)c2ccc3c(c2)OCCO3)CC1 returned mIAP act 1, ATG4B inhibitor -1, beta cell repl 5, mIAP inh 0, hIAP inh 15, APOBEC3G inh -12, A3A deaminase -4, MPTP block -1.6 and hIAP activ 0.85.
For O=C(Nc1ccc2oc(-c3ccc4ccccc4c3)nc2c1)c1ccc2c(c1)OCCO2 the results were mIAP act 0.96, ATG4B inhibitor 4, beta cell repl -5, mIAP inh 4, hIAP inh -2, APOBEC3G inh -7, A3A deaminase -1, MPTP block 2.6 and hIAP activ 1.
`CCn1nnc(NC(=S)NC(=O)c2ccc(-c3cccc(Cl)c3)o2)n1` gave mIAP act 0.86, ATG4B inhibitor -8, beta cell repl -3, mIAP inh 14, hIAP inh 3, APOBEC3G inh 5, A3A deaminase 5, MPTP block 5.2 and hIAP activ 0.97.
Screening CCOC(=O)c1ccc(NC(=O)c2ccc(OC(C)C)c(OC)c2)cc1 returned mIAP act 1.1, ATG4B inhibitor -6, beta cell repl -1, mIAP inh -7, hIAP inh 0, APOBEC3G inh -8, A3A deaminase -1, MPTP block 0.8 and hIAP activ 1.
Screening COc1cc(CCC(=O)N2CC(C)OC(C)C2)cc(OC)c1OC (stereo not drawn) returned mIAP act 1, ATG4B inhibitor 2, beta cell repl -2, mIAP inh 0, hIAP inh -12, APOBEC3G inh -6, A3A deaminase -1, MPTP block 0.2 and hIAP activ 1.1.
`CC1=C(C(=O)Nc2ccccc2)C(c2ccco2)NC(=O)N1` (stereo not drawn) gave mIAP act 1, ATG4B inhibitor 2, beta cell repl -1, mIAP inh 0, hIAP inh -1, APOBEC3G inh 0, A3A deaminase 4, MPTP block -0.9 and hIAP activ 1.
Screening COC(=O)c1cccc(Nc2cc(C)nc(-c3ccccc3O)n2)c1 returned mIAP act 1.2, ATG4B inhibitor 28, beta cell repl -3, mIAP inh -19, hIAP inh -26, APOBEC3G inh -4, A3A deaminase -1, MPTP block 16 and hIAP activ 1.3.
Screening O=C(NC1CCS(=O)(=O)C1)/C(=C\c1ccco1)NC(=O)c1ccccc1 (stereo not drawn) returned mIAP act 1, ATG4B inhibitor -4, beta cell repl -2, mIAP inh -1, hIAP inh 3, APOBEC3G inh 8, A3A deaminase 3, MPTP block 1.0 and hIAP activ 0.97.
For O=C(NCC1CCCO1)c1ccc(NS(=O)(=O)c2cccc([N+](=O)[O-])c2)cc1 (stereo not drawn) the results were mIAP act 0.98, ATG4B inhibitor -34, beta cell repl 5, mIAP inh 2, hIAP inh -13, APOBEC3G inh -16, A3A deaminase 0, MPTP block -1.3 and hIAP activ 1.1.
`O=C(Nc1ccccc1F)c1cc2c(s1)-c1ccccc1S(=O)(=O)C2` gave mIAP act 0.95, ATG4B inhibitor -2, beta cell repl -3, mIAP inh 5, hIAP inh -5, APOBEC3G inh -4, A3A deaminase 1, MPTP block 1.6 and hIAP activ 1.1.
CCOC(=O)N1CCc2c(sc3nc(SC(C)C)n(N)c(=O)c23)C1 was read as mIAP act 1, ATG4B inhibitor 3, beta cell repl 0, mIAP inh -2, hIAP inh 13, APOBEC3G inh 0, A3A deaminase -1, MPTP block 62* and hIAP activ 0.87.
COCCN1C(=O)C(=O)/C(=C(/O)c2ccc3c(c2)OCCO3)C1c1ccc(C(=O)OC)cc1 (stereo not drawn) was read as mIAP act 1, ATG4B inhibitor 4, beta cell repl -1, mIAP inh -4, hIAP inh -16, APOBEC3G inh 1, A3A deaminase -1, MPTP block 0.0 and hIAP activ 1.2.
For O=C(NC1CCCC1)C1CCN(C(=O)c2ccc(-c3ccccc3)cc2)CC1 the results were mIAP act 1.1, ATG4B inhibitor -3, beta cell repl -3, mIAP inh -14, hIAP inh -20, APOBEC3G inh -1, A3A deaminase -1, MPTP block -6.4 and hIAP activ 1.2.
Screening Cc1ccc(NN2C(=O)C=CC2=O)cc1 returned mIAP act 0.97, ATG4B inhibitor 1, beta cell repl 0, mIAP inh 3, hIAP inh 7, APOBEC3G inh -2, A3A deaminase 2, MPTP block 6.9 and hIAP activ 0.93.
Screening CC(C1CC1)N(Cc1ccccc1)C(=S)Nc1cccc(C(F)(F)F)c1 (stereo not drawn) returned mIAP act 1.2, ATG4B inhibitor 12, beta cell repl 0, mIAP inh -18, hIAP inh 26, APOBEC3G inh -5, A3A deaminase -5, MPTP block 65* and hIAP activ 0.73.
`COc1ccc(Oc2ccccc2/C=N/O)cc1` gave mIAP act 1, ATG4B inhibitor 2, beta cell repl -3, mIAP inh -4, hIAP inh -3, APOBEC3G inh -3, A3A deaminase -1, MPTP block -3.0 and hIAP activ 1.
`O=C(CNC(=O)c1cccc(F)c1)N/N=C/C=C/c1ccccc1` gave mIAP act 1, ATG4B inhibitor -5, beta cell repl -1, mIAP inh 0, hIAP inh -3, APOBEC3G inh -18, A3A deaminase -6, MPTP block -1.1 and hIAP activ 1.
For Cc1cccc(OCC(=O)NCCCNC(=O)c2ccc(C)nc2)c1 the results were mIAP act 1.1, ATG4B inhibitor -2, beta cell repl 1, mIAP inh -7, hIAP inh 2, APOBEC3G inh -3, A3A deaminase 3, MPTP block -0.4 and hIAP activ 0.98.
`Cc1ccc(-c2cc(-c3ccc(F)cc3)nc(N)c2C#N)o1` gave mIAP act 0.96, ATG4B inhibitor -5, beta cell repl -4, mIAP inh 4, hIAP inh -1, APOBEC3G inh -4, A3A deaminase 1, MPTP block -3.8 and hIAP activ 1.
CCCCOC(=O)NC1(C)CCS(=O)(=O)C1 (stereo not drawn) was read as mIAP act 1.1, ATG4B inhibitor -4, beta cell repl -3, mIAP inh -8, hIAP inh -19, APOBEC3G inh -5, A3A deaminase 2, MPTP block 0.1 and hIAP activ 1.2.
Screening Nc1ccc(C(=O)Nc2ccco2)cc1 returned mIAP act 1.3, ATG4B inhibitor -3, beta cell repl -3, mIAP inh -26, hIAP inh -18, APOBEC3G inh -5, A3A deaminase -5, MPTP block -0.8 and hIAP activ 1.2.
`COc1ccc(C(=O)CSc2nnc(-c3ccccn3)n2Cc2ccco2)cc1` gave mIAP act 0.98, ATG4B inhibitor -6, beta cell repl -5, mIAP inh 2, hIAP inh -10, APOBEC3G inh -3, A3A deaminase -1, MPTP block 1.7 and hIAP activ 1.1.
`Nc1nc(NCC(=O)O)nc(NC2CCCCC2)c1[N+](=O)[O-]` gave mIAP act 1, ATG4B inhibitor 4, beta cell repl 0, mIAP inh 0, hIAP inh 6, APOBEC3G inh -2, A3A deaminase 5, MPTP block 2.5 and hIAP activ 0.94.
`CC(=O)c1ccc(S(=O)(=O)N2CCN(S(=O)(=O)c3ccccc3C(F)(F)F)CC2)cc1` gave mIAP act 0.93, ATG4B inhibitor -6, beta cell repl -1, mIAP inh 7, hIAP inh -2, APOBEC3G inh -9, A3A deaminase -4, MPTP block 0.9 and hIAP activ 1.
`COC(=O)COc1ccc(S(=O)(=O)N2CCN(c3ccc(F)cc3)CC2)cc1` gave mIAP act 1.1, ATG4B inhibitor -19, beta cell repl -4, mIAP inh -10, hIAP inh -10, APOBEC3G inh -5, A3A deaminase -3, MPTP block -2.0 and hIAP activ 1.1.
Screening COc1ccc2[nH]c3c(c2c1)CCN1C(=O)C(CC(=O)NCc2cccc(C(F)(F)F)c2)C[C@H](C(=O)N2CCCCC2)[C@@]31C (stereo partly drawn) returned mIAP act 1.4, ATG4B inhibitor 5, mIAP inh -39, APOBEC3G inh 1, A3A deaminase 0 and MPTP block -0.4.
`CCCCC(=O)Nc1cccc(NC(=S)NC(=O)C(C)C)c1` gave mIAP act 0.86, ATG4B inhibitor 6, beta cell repl -1, mIAP inh 14, hIAP inh 1, APOBEC3G inh -1, A3A deaminase 0, MPTP block 2.9 and hIAP activ 0.99.
Screening O=C(CSc1ncnc2nc[nH]c12)N1CCN(c2ccc(Cl)cc2)CC1 returned mIAP act 0.97, ATG4B inhibitor -3, beta cell repl -2, mIAP inh 3, hIAP inh -41, APOBEC3G inh -7, A3A deaminase 0, MPTP block 31 and hIAP activ 1.4.
CCCn1c(CNC(=O)Cc2ccccc2)nc2ccccc21 was read as mIAP act 1.1, ATG4B inhibitor -2, beta cell repl -1, mIAP inh -10, hIAP inh -15, APOBEC3G inh -4, A3A deaminase -2, MPTP block 0.1 and hIAP activ 1.2.
`NNc1nc(-c2ccccc2Cl)nc2ccccc12` gave mIAP act 0.88, ATG4B inhibitor 0, beta cell repl -2, mIAP inh 12, hIAP inh -11, APOBEC3G inh 5, A3A deaminase -9, MPTP block 0.1 and hIAP activ 1.1.

Screening data from PubChem.
